Platelet DG rel: inhibitors of platelet dense granule secretion, primary screen, cell-based, MLPCN, human platelets; human platelet-rich plasma, SFLLRN dense granule ATP release, luminescence; inhibition, %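 (compounds screened at 7.5 µM in platelet-rich plasma)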; 300,000 tested, 0.22% active; AID 1663, 2009;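 active = mean replicate score, as percent of positive control, at or above 50; inconclusive = mean below 50 but at least one replicate at or above 50; inactive = mean and every replicate below 50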
IEC-6 tox: cytotoxicity in IEC-6 intestinal epithelial cells, primary screen, cytotoxicity control for KLF5 inhibitor project, cell-based, luminescence; IEC-6 cytotoxicity, luminescence viability; inhibition, % at 5 µM; 290,000 tested, 0.78% active; AID 1825, 2009; in the data active = inhibition above about 22%;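 note: 0% = plate median of test compound wells and 100% = cytotoxic reference compound wells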
HDAC3 inhib: HDAC3 deacetylase inhibitors, primary screen, biochemical, fluorescence, cell-free homogeneous | Histone deacetylase 3 (Homo sapiens), O15379 | recombinant HDAC3, fluorogenic peptide/trypsin coupled | inhibition, % at 8.3 µM | 320,000 tested, 0.15% active | AID 2718, 2010; in the data active = inhibition above about 26%, passing the limit was not always enough; inconclusive = no clear call, values can overlap the other calls
Target sequence (O15379 whole entry, looked up): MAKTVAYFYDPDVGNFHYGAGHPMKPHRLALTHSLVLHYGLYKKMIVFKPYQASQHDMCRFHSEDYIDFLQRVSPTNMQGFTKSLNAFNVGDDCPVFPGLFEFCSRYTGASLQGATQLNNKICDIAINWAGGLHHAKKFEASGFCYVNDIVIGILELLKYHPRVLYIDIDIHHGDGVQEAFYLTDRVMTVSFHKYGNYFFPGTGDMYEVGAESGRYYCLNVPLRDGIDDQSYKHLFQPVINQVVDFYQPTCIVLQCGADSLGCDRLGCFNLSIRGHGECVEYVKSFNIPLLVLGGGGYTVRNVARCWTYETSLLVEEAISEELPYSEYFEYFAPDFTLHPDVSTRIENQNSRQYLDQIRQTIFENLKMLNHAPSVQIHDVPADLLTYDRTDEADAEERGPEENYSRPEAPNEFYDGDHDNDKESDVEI
KLF5 inhibitor: KLF5 expression inhibitors, primary screen, DLD-1 cells, luminescence | 290,000 tested, 0.23% active | inhibition, % at 5 µM | DLD-1 KLF5 promoter-luciferase reporter;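 active = inhibition above a per-plate limit of that plate's mean compound inhibition plus 3 SD, cut at about 60% in these data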;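 note: 0% = DMSO wells and 100% = LY294002 at 200 µM; higher means less KLF5 promoter-driven luciferase light; inactives centre near -14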
aSyn UTR inh: MLPCN primary screen, SNCA 5' untranslated region | inhibition, % (tested at 7.5 µM) | AID 1813, 2009 | 300,000 tested, 0.82% active | alpha-synuclein 5'UTR reporter, inhibitor activity; in the data active = inhibition above about 60%; inconclusive = no clear call, values can overlap the other calls;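 note: H4 neuroglioblastoma cells stably carrying SNCA 5'UTR luciferase fusion; 0% = DMSO wells and 100% = positive control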
HSF1 inhib: HSF1 inhibitors in luciferase reporter cells, primary screen, cell-based, NIH3T3, luminescence | AID 2098, 2009 | activity change, negative = inhibition, % at 7.5 µM (by protocol) | 300,000 tested, 0.77% active | NIH3T3-HGL HSE-luciferase, MG132-induced, luminescence 8 h; active compounds read low;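 active = more than half of replicate wells show activity change below -50%, luminescence cut by over half; inconclusive = some wells, but at most half, below -50%; inactive = no replicate well below -50%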;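 note: luciferase reports HSF-1 transcriptional activity via heat shock element; 0% = median of DMSO wells and -100% = zero luminescence signal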
AI-2 QS modul: Vibrio harveyi AI-2 quorum sensing modulators, primary screen, JMH597 strain, luminescence/OD600 ratio. Vibrio harveyi JMH597 AI-2 luminescence/OD600 ratio, 9 h; active compounds read low; strain lacks LuxN and CqsS sensors; 0 = neutral-control median. activity change, % at 7.5 µM. 300,000 tested, 0.4% active. AID 2094, 2009; in the data active = activity change below about -75%, passing the limit was not always enough; inconclusive = no clear call, values can overlap the other calls;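 note: luminescence divided by OD600 gain over 9 h not by final OD600 alone; inactives centre near 13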
HSP90 inh: HSP90 inhibitors, primary screen, cell lysate, luminescence; Heat shock protein HSP 90 (rabbit reticulocyte lysate; luciferase refolding); Rabbit reticulocyte lysate, luciferase refolding luminescence, 3 h; inhibition, % at 5.6 µM; 290,000 tested, 0.91% active; AID 1789, 2009;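 active = inhibition above the screen-wide mean plus 3 SD, computed separately per campaign, cut at about 16% in these data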;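 note: 0% = DMSO wells and 100% = 60 µM geldanamycin wells; inhibitors lower the luminescence because luciferase stays unfolded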
HIF activator: HIF pathway transcriptional activators, primary screen, cell-based, U2OS HRE-luciferase, luminescence. U2OS HRE-luciferase reporter; normalized: DMSO 0%, desferrioxamine 100%. activation, % at 7.5 µM (by protocol). 300,000 tested, 0.32% active. AID 1910, 2009;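 active = mean activation of at least 10% of the iron chelator positive control signal, with at least half of replicates also reaching 10%; inconclusive = mean and replicate majority disagree about reaching 10%; inactive = mean and most replicates under 10%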
HSF1 activator: HSF-1 activators, primary screen, NIH3T3-HGL cells, MG132 stress, luminescence, single point; NIH3T3-HGL HSF-1 luciferase reporter, 8 h; 100% = twice DMSO control signal; activation, % at 9 µM; 300,000 tested, 1.7% active; AID 504408, 2011;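 active = mean replicate activation of at least 50% with a set share of replicates each reaching 50%; inconclusive = only one of those two conditions met; inactive = mean below 50% and too few replicates reaching it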;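 note: 0% = median of the neutral control wells and 100% = twice that signal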
An asterisk follows results filed as active; ? = inconclusive; . = no result given.

smiles	Platelet DG rel	IEC-6 tox	HDAC3 inhib	KLF5 inhibitor	aSyn UTR inh	HSF1 inhib	AI-2 QS modul	HSP90 inh	HIF activator	HSF1 activator
CC1CCN(CC(=O)N2CC(=O)Nc3ccccc32)CC1	0	1	1	-4	-18	-7	21	2	-0.4	-12
COc1cc2nc(CN(C)Cc3nc4ccccc4c(=O)[nH]3)[nH]c(=O)c2cc1OC	4	-13	4	-33	-7	2	19	-5	-0.3	-2
CCOC(=O)N1CCN(C(=O)CC(C)S(=O)(=O)c2cc3c(cc2C)NC(=O)CO3)CC1 (stereo not drawn)	3	-2	-1	-42	12	0	21	-5	-0.5	25
Cc1ccc(S(=O)(=O)CC(=O)Nc2sc(C)c(C)c2C(N)=O)cc1	14	.	.	.	1	-3	4	.	-0.2	2
COc1ccc(N2CCCCn3c2nc2c3c(=O)[nH]c(=O)n2C)cc1	1	2	5	0	7	16	11	5	-0.6	48
CCOc1ccccc1NC(=O)CCn1nc(C)c(S(=O)(=O)N2CCCCC2)c1C	0	4	1	-15	25	-9	23	-3	-0.1	-3
CC(C)(C)c1ccc(CN2C(=O)c3ccccc3S2(=O)=O)cc1	-7	-3	8	-48	-13	21	22	3	-0.3	3
Cc1ccc(CNC(=O)C2CCC(=O)N(C3CCCC3)C2)c(F)c1F (stereo not drawn)	-1	-3	9	-3	-3	-1	5	0	0.5	4
O=C(NNC(=O)c1ccccc1F)c1ccc2[nH]c(=O)c(=O)[nH]c2c1	-1	5	-1	-33	-19	4	26	0	0.9	-6
CCSc1ccc([C@@H]2[C@@H]3C(=O)N(C)C(=O)[C@@H]3[C@]3(C(=O)OC)CCCCN23)cc1	1	.	-3	.	-18	8	4	.	1.7	1
COc1ccc(C(=O)NCCn2cc(SCC(=O)Nc3cc(C)on3)c3ccccc32)cc1OC	-1	-2	-3	4	5	4	-6	4	0.1	3
O=C(CN(CC1CCCO1)C(=O)c1nsc(Cl)c1Cl)NC1CCCC1 (stereo not drawn)	3	-2	1	-9	-9	2	9	-3	0.1	13
c1ccc(C2(CN3CCNC[C@H]3Cc3cccc4ccccc34)CC2)cc1	2	.	-2	.	-6	-1	26	.	0.5	-7
CCOC(=O)C1(CCOc2ccccc2)CCN(Cc2cccn2-c2ncccn2)CC1	-1	1	-3	6	-3	-12	5	2	0.1	1
COc1ccc(OC)c(CN2CCN(Cc3cc(OC)c(OC)c(OC)c3)CC2)c1	4	2	-1	-23	-6	11	31	-1	-4.2	23
O=C(CN1CCN(S(=O)(=O)/C=C/c2ccccc2)CC1)NC(=O)NCc1ccco1	0	1	?	-16	25	-1	42	7	-0.3	-6
CCC(=O)Nc1cc(NC(=O)CSc2nnc(C(C)C)n2CC)ccc1C	.	1	-1	-2	7	7	23	0	-1.8	25
CCOc1ccc(N(CC(=O)NCc2cccnc2)S(=O)(=O)c2ccc(F)cc2)cc1	-2	-5	0	-51	0	-5	15	-3	-0.8	9
CCOc1c(OC)cc(C2C(C#N)=C(N)Oc3n[nH]c(-c4ccncc4)c32)cc1OC (stereo not drawn)	0	-4	-3	-22	-11	-12	23	10	-0.4	-13
FC(F)(F)c1cnc(NNC(=S)Nc2ccccc2Cl)c(Cl)c1	-17	1	2	-19	-13	4	6	5	-0.7	8

Record cards, from the list above.
Shown for CC(C)(C)c1ccc(CN2C(=O)c3ccccc3S2(=O)=O)cc1 → Platelet DG rel = -7; IEC-6 tox = -3; HDAC3 inhib = 8; KLF5 inhibitor = -48; aSyn UTR inh = -13; HSF1 inhib = 21; AI-2 QS modul = 22; HSP90 inh = 3; HIF activator = -0.3; HSF1 activator = 3
Shown for O=C(NNC(=O)c1ccccc1F)c1ccc2[nH]c(=O)c(=O)[nH]c2c1 → Platelet DG rel = -1; IEC-6 tox = 5; HDAC3 inhib = -1; KLF5 inhibitor = -33; aSyn UTR inh = -19; HSF1 inhib = 4; AI-2 QS modul = 26; HSP90 inh = 0; HIF activator = 0.9; HSF1 activator = -6

Next section.
smiles	Platelet DG rel	IEC-6 tox	HDAC3 inhib	KLF5 inhibitor	aSyn UTR inh	HSF1 inhib	AI-2 QS modul	HSP90 inh	HIF activator	HSF1 activator
CC(C)(C)n1nc2c(c1NC(=O)c1ccccc1S(=O)(=O)C(F)F)CS(=O)(=O)C2	-16	3	11	-33	-3	-5	16	0	-0.1	-17
COC(=O)c1sccc1NC(=O)c1ccc(C)s1	3	3	0	-8	-16	0	20	2	0.1	5
O=C(COC(=O)c1cccc(S(=O)(=O)N2CCOCC2)c1)NCCc1ccccc1	-12	-1	-14	-31	-1	3	11	-2	-0.2	12
Cc1cc(C(=O)NC2CCN(Cc3ccccc3)CC2)n[nH]1	-9	-5	-1	-20	-9	7	27	-3	.	35
O=C(CCNS(=O)(=O)c1cccc2nonc12)NCc1cccs1	-11	0	4	-50	21	-9	14	-1	-0.2	-8
COc1ccc(CNC(=O)c2sc3nc4c(c(C(F)(F)F)c3c2N)CCC4)cc1OC	7	-6	4	-23	27	-5	25	4	0.0	1
COC(=O)c1ccccc1NS(=O)(=O)c1ccc2c(c1)oc(=O)n2C	1	5	4	-6	4	-7	-5	1	-0.8	5
CCCOC(=O)c1c(NC(=O)CCCn2nc([N+](=O)[O-])cc2C)sc(C(=O)OC)c1C	-10	3	0	-28	2	-4	22	2	0.3	-13
O=C(Nc1ccccc1SCC1CSc2nc3ccccc3c(=O)n21)c1cccc(Cl)c1 (stereo not drawn)	-17	69*	-5	30	-55	2	15	5	-0.2	-6
COc1cccc(/C=N/NC(=O)c2oc3nc(-c4ccccc4)cc(-c4ccco4)c3c2N)c1	-2	-8	-6	-25	4	-5	10	1	0.1	4
CC(C)(C)c1cc2cccnc2n1Cc1cccc(Cl)c1	-7	-5	-1	-2	4	-6	19	-1	-0.2	-6
O=C(CSc1ncnc2sccc12)Nc1ccccc1F	-10	-5	1	5	-3	3	12	-4	0.8	11
COc1ccc(/C=N/NC(=O)c2cccnc2)cc1CN1CCCc2ccccc21	-26	2	13	4	8	3	25	3	-0.6	-2
CN(Cc1c(C(=O)N/N=C/c2ccc(O)cc2)nnn1-c1nonc1N)C1CCCCC1	3	3	-7	-19	17	0	-8	-1	-0.5	-6
C/C(=N\NC(=O)c1cccc(N/N=C(\C)c2ccncc2)c1)c1ccncc1	2	6	12	-23	-7	13	21	-2	-0.2	8
CN(C)/C(=N\S(=O)(=O)c1ccc(Br)cc1)c1ccccc1	-1	5	-11	-38	16	1	11	1	0.8	3
Cc1cccc(-c2ncc(CN3CCCC(CO)(Cc4ccccc4C)C3)cn2)c1 (stereo not drawn)	0	-5	4	-30	-5	5	30	-5	-0.3	10
Cc1nc2ccc(-c3ccccc3)cc2o1	0	-3	8	-4	-79	0	16	2	1.1	10
OCCC1CN(Cc2ccccc2OC2CCCC2)CCN1Cc1ccsc1 (stereo not drawn)	8	0	-8	-20	-19	9	21	6	0.0	14
COCCCN1C(=O)c2ccc(C(=O)OCC(=O)N(C)c3ccccc3)cc2C1=O	-4	-5	-3	-28	22	12	12	-3	-0.4	47

Ordered by value in Platelet DG rel (ascending): some entries from above.
smiles,Platelet DG rel,HDAC3 inhib,KLF5 inhibitor,aSyn UTR inh,HSF1 inhib,AI-2 QS modul,HSP90 inh,HSF1 activator
O=C(COC(=O)c1cccc(S(=O)(=O)N2CCOCC2)c1)NCCc1ccccc1,-12,-14,-31,-1,3,11,-2,12
O=C(CCNS(=O)(=O)c1cccc2nonc12)NCc1cccs1,-11,4,-50,21,-9,14,-1,-8
CCCOC(=O)c1c(NC(=O)CCCn2nc([N+](=O)[O-])cc2C)sc(C(=O)OC)c1C,-10,0,-28,2,-4,22,2,-13
Cc1cc(C(=O)NC2CCN(Cc3ccccc3)CC2)n[nH]1,-9,-1,-20,-9,7,27,-3,35
COC(=O)c1ccccc1NS(=O)(=O)c1ccc2c(c1)oc(=O)n2C,1,4,-6,4,-7,-5,1,5
COc1ccc(CNC(=O)c2sc3nc4c(c(C(F)(F)F)c3c2N)CCC4)cc1OC,7,4,-23,27,-5,25,4,1

(list continues)
Every second line gives: Platelet DG rel	IEC-6 tox	HDAC3 inhib	KLF5 inhibitor	aSyn UTR inh	HSF1 inhib	AI-2 QS modul	HSP90 inh	HIF activator	HSF1 activator
CC(=O)c1c(N2CCC(C(N)=O)CC2)nc(=S)n(-c2ccccc2)c1C
    -3	0	-1	-6	-20	0	26	-3	-0.1	5
COc1ccc(OC)c(N(C)S(=O)(=O)c2ccc3c(c2)N(C(C)=O)CCO3)c1
    -15	1	1	-6	22	-1	8	-3	-0.4	3
COC(=O)c1ccc2[nH]c([C@H](C)O)c([C@H](C)O)c2c1
    -1	-13	1	-27	6	2	16	3	0.6	8
Cc1c(OCC(=O)NC(Cc2ccc(Cl)cc2)C(=O)O)ccc2c3c(c(=O)oc12)CCCC3 (stereo not drawn)
    -1	-2	-3	-7	-6	0	1	-2	0.6	-5
O=C1CNC(=O)/C(=C/c2cccs2)N1
    -2	3	11	-9	-29	-3	11	1	0.1	10
Clc1ccccc1OCCCCN1CCCCC1
    16	-2	2	-35	5	-6	26	-2	1.3	10
Cc1cccc(CCN(C(=O)c2csnn2)C(C(=O)NC2CCCC2)c2ccco2)c1 (stereo not drawn)
    -10	0	1	-3	-3	5	26	0	-0.5	15
CC(=NCCCn1ccnc1)c1c(O)n(Cc2ccccc2)c(=O)[nH]c1=O
    0	2	0	-31	-9	1	10	-3	-0.4	17
COc1ccc(CNC(=S)Nc2ccc(F)c(Cl)c2)cc1OC
    2	-10	5	-33	16	.	2	-3	-0.9	.
CC(=O)c1c(C)[nH]c(C(=O)OCCCCN2C(=O)c3ccccc3C2=O)c1C
    7	8	5	-11	14	5	12	-1	-1.1	10

Every second line gives: Platelet DG rel	IEC-6 tox	HDAC3 inhib	KLF5 inhibitor	aSyn UTR inh	HSF1 inhib	AI-2 QS modul	HSP90 inh	HIF activator	HSF1 activator
CCOC1(OCC)N=C(N)C2(C#N)C(c3cccc(C)c3)C12C#N (stereo not drawn)
    0	-2	0	-10	-5	2	4	-2	-0.3	-8
COc1ccc(C(CC(=O)N2CCCC(C)C2)c2c(OC)cc(OC)c3c(-c4ccccc4)cc(=O)oc23)cc1 (stereo not drawn)
    -5	.	?	.	2	5	14	.	-0.3	7
Oc1nc(-c2ccc(Cl)cc2)n2ccncc12
    1	0	7	-21	10	-3	13	0	-2.3	0
CC(CNC(=O)C1CCCN(S(=O)(=O)N2CCOCC2)C1)c1ccccc1 (stereo not drawn)
    -8	1	2	-9	7	-5	17	-3	-0.3	13

Screening data deposited in PubChem BioAssay by several laboratories.
